DRD3 antagonist – qHTS of D3 Dopamine Receptor Antagonist: qHTS; D(3) dopamine receptor (Homo sapiens), P35462; 2.5% of 360,000 active; AID 652054, 2013; D3R cells, DiscoveRx beta-arrestin luminescence, antagonist mode; stronger effect = lower value; max response, negative = inhibition, %; in the data active means max response below about -50%; inconclusive means no clear call, values can overlap the other calls; further: on the % scale 0 is the no-effect control and ±100 the full control effect; mostly tested at two doses, the higher about 12 µM
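Cells expressing the human receptor were seeded at 1500 cells/well, incubated overnight at 37 degrees C in 5% CO2, then exposed to library compounds with dopamine controls for 90 minutes at 37 degrees C before luminescent detection.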
Abeta yeast res – qHTS for compounds that reverse cellular toxicity of Amyloid beta (A-beta) peptide in yeast: Primary Screen | 0.063% of 410,000 active | yeast expressing A-beta42, growth rescue, OD600, 48 h; response scale: 0% DMSO, 100% iron-clioquinol control | Potency, µM (top dose mostly 46.1 µM), for inactives: top-dose growth rescue, most hits filed as activators; further: potency means the concentration at half of the fitted maximal effect; nearly all actives have a fitted effect of over 55% in size
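Growth rescue measured by 600 nm absorbance after 48 h yeast culture at 30 C with compound. Values normalized between DMSO and an equimolar ferric chloride plus clioquinol control.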
EPAC2 ag – qHTS for Agonist of cAMP-regulated guanine nucleotide exchange factor 4 (EPAC2): primary screen. Rap guanine nucleotide exchange factor 4 (Homo sapiens), Q8WZA2. EPAC2 activation, biochemical qHTS; response scale: 100% = 6.5 mM cAMP response. Potency, µM (titrated, usually from 154 µM), without a hit: at the top dose activation, hits mostly activators. 0.079% of 360,000 active; further: potency means the concentration at half of the fitted maximal effect; nearly all actives have a fitted effect of over 50% in size
Target sequence (Q8WZA2 whole entry, looked up): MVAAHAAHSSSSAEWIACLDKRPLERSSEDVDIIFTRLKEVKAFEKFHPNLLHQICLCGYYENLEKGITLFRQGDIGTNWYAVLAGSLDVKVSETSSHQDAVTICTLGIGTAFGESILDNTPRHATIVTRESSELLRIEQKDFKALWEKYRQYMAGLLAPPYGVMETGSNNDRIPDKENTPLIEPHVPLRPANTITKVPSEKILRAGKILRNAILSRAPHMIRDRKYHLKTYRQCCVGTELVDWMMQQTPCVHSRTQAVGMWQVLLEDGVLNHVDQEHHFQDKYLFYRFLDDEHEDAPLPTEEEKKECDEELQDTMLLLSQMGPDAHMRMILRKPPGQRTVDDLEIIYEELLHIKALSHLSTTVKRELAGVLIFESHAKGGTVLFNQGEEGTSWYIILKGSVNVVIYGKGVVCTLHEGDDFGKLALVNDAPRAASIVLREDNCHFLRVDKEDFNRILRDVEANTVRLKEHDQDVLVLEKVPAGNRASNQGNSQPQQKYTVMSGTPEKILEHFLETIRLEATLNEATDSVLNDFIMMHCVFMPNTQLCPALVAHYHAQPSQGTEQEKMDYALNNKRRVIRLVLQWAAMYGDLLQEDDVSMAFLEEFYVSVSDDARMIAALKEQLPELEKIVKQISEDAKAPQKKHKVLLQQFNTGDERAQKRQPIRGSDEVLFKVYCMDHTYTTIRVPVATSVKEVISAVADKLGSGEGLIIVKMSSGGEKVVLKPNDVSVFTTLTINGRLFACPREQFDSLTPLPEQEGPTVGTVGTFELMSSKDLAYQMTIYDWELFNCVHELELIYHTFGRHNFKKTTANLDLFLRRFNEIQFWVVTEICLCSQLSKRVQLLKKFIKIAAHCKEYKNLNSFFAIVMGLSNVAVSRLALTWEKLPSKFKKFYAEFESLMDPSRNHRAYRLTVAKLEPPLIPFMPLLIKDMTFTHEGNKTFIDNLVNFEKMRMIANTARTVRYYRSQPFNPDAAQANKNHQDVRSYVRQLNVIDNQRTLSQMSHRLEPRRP
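qHTS, titration series. 100 nM EPAC2 / 250 nM Rap1B-BODIPY-GDP / 50 uM GDP; RT; ex 480/em 540 nm, 5-min reads to 30 min. Norm. to 6.5 mM cAMP = activation.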
FUS suppressor – qHTS for Suppressors of FUS Proteinopathy: Primary screen using FUS-linked yeast assay; S. cerevisiae FUS-expressing, growth rescue, OD600, 24 h; Potency, µM (titrated, usually from 76.6 µM), without a hit: at the highest dose growth rescue (activation), actives largely listed as activators; 0.24% of 390,000 active;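 further: potency means the concentration at half of the fitted maximal effect; plate controls were DMSO vehicle for no effect and reference control for full effect; nearly all actives have a fitted effect of over 55% in size; some results filed as inactive show a strong effect at the top dose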
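Compound concentration series was pinned onto galactose-induced FUS-expressing yeast seeded at OD 0.005. Plates sat 24hr at 30C; absorbance at 600 nm gave growth. DMSO served as background control.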
aSyn rescue – qHTS of alpha-syn Inhibitors; Potency, µM (doses to about 46.1 µM), inactives show at the highest dose growth rescue (activation), most hits filed as activators; Yeast expressing alpha-synuclein, growth rescue, BacTiter-Glo, 24 h; 0.14% of 370,000 active; further: potency means the concentration at half of the fitted maximal effect; % of control where 0% means no effect; nearly all actives have a fitted effect of over 65% in size
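Readout is rescue of growth in alpha-synuclein-expressing yeast, so inhibitors of toxicity appear as activators. Growth after 24 hr at 30 deg C in galactose medium is quantified by luminescence.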
DRD3 agonist – qHTS of D3 Dopamine Receptor Agonist: qHTS | D(3) dopamine receptor (Homo sapiens), P35462 | D3R DiscoveRx beta-arrestin cells, luminescence, 90 min | max activation, % | 0.58% of 410,000 active | AID 652048, 2013; in the data active means max activation above about 30%; further: 0% is about no effect; mostly tested at two doses, the higher about 12 µM
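Cells at 1500/well, incubated overnight, then treated with pinned compounds (dopamine as control) for 90 min at 37 degrees C. DiscoveRx reagent added for 30 - 60 minutes at room temperature; luminescence read.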
TDP43 rescue – qHTS of TDP-43 Inhibitors | TDP-43 expressing yeast growth rescue, BacTiter-Glo, 24 h | AID 652104, 2013 | 1.8% of 410,000 active | Potency, µM (titrated, usually from 46.1 µM), inactives show top-dose growth rescue (activation), most hits filed as activators; further: potency means the concentration at half of the fitted maximal effect; % of control where 0% means no effect; nearly all actives have a fitted effect of over 50% in size
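Growth rescue of TDP-43-toxic yeast measured as ATP luminescence (BacTiter-Glo). Cells grown to mid-log in raffinose, induced in galactose at OD600=0.02, exposed to compound 24 hr at 30 deg C.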
EPAC2 antagonist – qHTS for Antagonist of cAMP-regulated guanine nucleotide exchange factor 2 (EPAC2): primary screen | AID 720708, 2013 | Rap guanine nucleotide exchange factor 4 (Homo sapiens), Q8WZA2 | 0.18% of 360,000 active | Potency, µM (highest dose often 114 µM), for inactives: at the highest dose activity, negative = inhibition, actives largely listed as inhibitors | EPAC2 GEF exchange of Rap1B-BODIPY-GDP, fluorescence; further: potency means the concentration at half of the fitted maximal effect; on the % scale 0 is the no-effect control and ±100 the full control effect; nearly all actives have a fitted effect of over 45% in size; many of its hits are not listed in these tables
Starred values were filed as active, the others as inactive; ? = inconclusive; · = no result given; & = joins results of further samples. Unless noted, the call rests on the fitted dose curve; in most records, active means well fitted curve in the direction sought with a large enough effect; inconclusive means small, poorly fitted or top-dose-only effect, or another doubt; inactive means no such curve, though single readings can be large; an effect the other way counts as inactive or inconclusive.

SMILES	DRD3 antagonist	Abeta yeast res	EPAC2 ag	FUS suppressor	aSyn rescue	DRD3 agonist	TDP43 rescue	EPAC2 antagonist
CN1CCN(c2ccc(NC(=O)c3ccc(C#N)cc3F)cc2Cl)CC1	-57*	-15%	4%	19%	2%	-5	·	-1%
Cc1ccc(-n2nc(-c3cccs3)cc2C(=O)NCC2CCCO2)c(C)c1 (stereo unspecified)	-2	0%	17%	?	7%	4	12%	-11%
CN(C)S(=O)(=O)c1ccc(Cl)c(NC(=O)COC(=O)C2CSC3(C)CCC(=O)N23)c1 (stereo unspecified)	10	8%	13%	1%	0%	-9	8%	0%
O=C(CCCC(=O)OCC(F)(F)C(F)F)Nc1ccc(NC(=O)CCCC(=O)OCC(F)(F)C(F)F)cc1	-5	-2%	6%	-8%	6%	-2	-12%	3%
CC(=O)N1CCN(c2ccc(NCc3ccccc3)cc2)CC1	-18	0%	-1%	?	-1%	0	24%	9%
O=C(CN1CCN(S(=O)(=O)c2ccc(Cl)c(Cl)c2)CC1)N1CCCC1	0	-3%	-4%	·	4%	-6	14%	-6%
COc1cc(C2CC(C(F)(F)F)n3ncc(C(=O)O)c3N2)cc(OC)c1OC (stereo unspecified)	21	3%	-6%	9%	·	2	7%	10%
O=C(O)CC(Cc1ccccc1)(C(=O)O)c1ccccc1 (stereo unspecified)	-9	4%	0%	-12%	-2%	7	2%	3%
O=C(N/N=C/c1cn(-c2ccccc2)nc1-c1ccc(F)cc1)c1ccc2c(c1)OCO2	-19	9%	14%	-12%	0%	-8	1%	-8%
Cc1csc(NC(=O)CN2CCCCCC2)n1	?	-11%	3%	6%	-2%	-12	-19%	-7%
COC(=O)c1cc2sc(Cl)cc2n1Cc1c(C)cc(C)cc1C	·	-12%	·	-4%	·	-2	15%	·
CCOCC(=O)Nc1sc2c(c1C(=O)OCC)CCCC2	81	-3%	16%	·	17%	9	-12%	-22%
Cn1c(=O)c2ncn(CC(=O)Nc3cccc(-c4nc5ccccc5s4)c3)c2n(C)c1=O	37	-2%	5%	?	2%	25	3%	-3%
CCCNC(=O)C1CCC(CNS(=O)(=O)c2ccc3c(c2)CC(C)N3C(C)=O)CC1 (stereo unspecified)	-11	0%&-10%	7%	-7%&0%	-10%	0&-25	-11%&0%	-10%
O=C(CN1C(=O)S/C(=C\c2cccc(Cl)c2)C1=O)NCCCn1ccnc1	23	-6%	6%	-21%	4%	-2	11%	21%
COCCSc1nnc(NC(=O)c2ccco2)s1	17	15%	4%	-2%	-14%	4	?	2%
COc1ccc(OC)c(N2C(=O)CCCC2=O)c1	-10	-11%	0%	-4%	10%	3	-5%	-4%
CCOc1ccc(OCC(=O)N2CCOCC2)cc1	-15	10%	10%	-14%	3%	-9	15%	-3%
O=C1c2cccc3cccc(c23)C(=O)N1Cc1ccccc1	-1	0%	2%	-26%	-2%	0	6%	3%
CC(C)C[C@H](NC(=O)NC(C)C)C(=O)O	28	11%	3%	23%	3%	-1	-10%	1%
Cc1ccccc1NC(=O)OCc1cccnc1Oc1ccc(Cl)cc1	4	27%	28%	25%	-1%	-1	13%	-12%
Cc1ccc(C)c(NS(=O)(=O)c2c(C)nn(C)c2C)c1	0	13%	3%	14%	9%	2	12%	0%
COc1cccc(N2CC(C(=O)Nc3nnc(SCc4cccnc4)s3)CC2=O)c1 (stereo unspecified)	-25	-14%	13%	·	-18%	-2	-25%	3%
Cc1cc(C)c(C#N)c(SCc2cn3c(C)cccc3n2)n1	8	25%	0%	·	2%	3	-4%	0%
CCC(=O)NC(c1cc(Cl)c2ccccc2c1O)C(C)C (stereo unspecified)	·	6%	7%	-16%	·	·	·	?
CCCS(=O)(=O)NC(=O)C1(C)CCN(C(=O)Cc2cccc3ccccc23)C1 (stereo unspecified)	?	-15%	14%	-6%	-2%	-6	-5%	11%
O=C(c1cccc(Cl)c1)N1CCC2CC1c1cc(-c3ccc(F)cc3)ccc12 (stereo unspecified)	45	-9%	14%	22%	0%	17	10%	-18%
COc1ccc(/C=N/NC(=O)c2cccnc2)cc1CN1CCc2ccccc2C1	?	-7%	4%	21%	5%	-37	-5%	8%
Cc1cc(NC(=O)C(C)C)ncc1NC(=O)c1ccccn1	-4	-4%	6%	-4%	-3%	4	9%	5%
COC(=O)c1cc2oc3ccccc3c2n1CC(=O)Nc1cc(OC)cc(OC)c1	·	-20%	·	-1%	·	-12	18%	·
Cc1ccc(-c2nc(CSCC(=O)N3CCN(c4ccccn4)CC3)c(C)o2)cc1	-7	-15%	10%	-9%	1%	2	-8%	-23%
c1ccc(-c2ccccc2OCCOCCN2CCc3ccccc3C2)cc1	-93*	8%	15%	-18%	0%	-25	2%	-5%
CCOC(=O)C(Cc1ccccc1)NC(=O)CCc1nnc2ccc(N3CCCCC3)nn12 (stereo unspecified)	17	-11%	-3%	22%	?	21	-12%	-1%
O=C(CCN1C(=O)c2cccc3cccc(c23)C1=O)Nc1ccon1	1	5%	7%	7%	1%	4	-12%	13%
CCC(c1nnc(SCC(=O)Nc2cc(C)on2)o1)N(C)C (stereo unspecified)	-8	-14%	11%	-4%	-13%	-5	13%	1%
COc1ccccc1OCCCC(=O)Nc1ccc([N+](=O)[O-])cc1Br	6	19%	12%	15%	4%	-2	14%	-12%
O=S(=O)(Nc1ccccn1)c1ccc(Cl)cc1	27	1%	1%	29%	0%	5	8%	-2%
O=C(NN1C(=O)C2C(C1=O)C1C=CC2C12CC2)c1ccccc1 (stereo unspecified)	-15	-10%	14%	-1%	0%	-14	12%	0%
COC(=O)[C@@]12CCCCN1[C@H](c1ccc(-c3ccc(Cl)c(Cl)c3)c(OC)c1)[C@@H]1C(=O)N(C)C(=O)[C@@H]12	-23	0%	-12%	?	-5%	41*	-2%	9%
CC(C)(C)NC(=O)CSc1nc2cccnc2n1C1CCCCC1	6	3%	-3%	15%	11%	-2	-2%	-15%

Limited to DRD3 agonist, for some of the entries so far:
mol | DRD3 agonist
CC(C)C[C@H](NC(=O)NC(C)C)C(=O)O | -1
O=C(CCN1C(=O)c2cccc3cccc(c23)C1=O)Nc1ccon1 | 4

The list goes on:
SMILES	DRD3 antagonist	Abeta yeast res	EPAC2 ag	FUS suppressor	aSyn rescue	DRD3 agonist	TDP43 rescue	EPAC2 antagonist
COc1ccc(OC)c(S(=O)(=O)NC(=O)C2(C)CCN2C(=O)Cc2ccccc2Cl)c1 (stereo unspecified)	4	4%	-3%	9%	0%	5	0%	12%
Cc1cc(C)c(OCC(=O)Nc2nnc(-c3ccco3)o2)c(C)c1	5	8%	8%	14%	-3%	6	11%	-2%
CCOc1ccccc1NC(=O)COC(=O)c1cc[n+]([O-])cc1	6	-5%	13%	31%	-4%	5	-11%	-5%
O=C(c1ccccc1)c1ccc(O)c(O)c1O	19	29%	4%	4%	?	19	?	1%
CCc1nnc(SCC(=O)Nc2ccc(F)cc2F)c2cc3sc(C)cc3n12	·	-14%	·	11%	·	-8	16%	·
Clc1ccc2nc(CSc3nnc4ccccn34)cn2c1	10	1%	11%	-9%	2%	-3	11%	2%
Cc1oc2ccc(O)c(CN3CCOCC3)c2c1C(=O)Nc1ccc(C(C)C)cc1	·	-8%	·	18%	·	-1	14%	·
Cc1nc(NC(=O)CSc2nnc3ccccn23)c(Cl)cc1Cl	11	5%	4%	17%	6%	1	-1%	-3%
CCc1cc(=O)oc2c(C)c(OCC(=O)NCCCN3CCCC3=O)ccc12	3	-6%	0%	5%	1%	-3	14%	-10%
CCCC1(c2ccccc2)NC(=O)N(CC(=O)NCc2ccc(C)cc2)C1=O (stereo unspecified)	-4	-2%	4%	?	-2%	-6	0%	-15%
Cc1cc(NC(=O)CSc2n[nH]c(N)n2)no1	4	5%	7%	-10%	4%	7	18%	8%
O=C(NCc1ccccn1)C1CCCCC1	-6	-14%	13%	-4%	-3%	-5	-10%	0%
Cc1c(Cl)cccc1NC(=O)CCC(=O)N/N=C/c1ccc[nH]1	0	2%	3%	·	-1%	7	16%	-6%
CC1CCN(S(=O)(=O)c2ccc3c(c2)N(CC(=O)NCCc2ccccc2)C(=O)CO3)CC1	·	11%	·	13%	·	0	11%	·
COc1cccc(C(=O)NNC(=O)c2cccc3ccccc23)c1	5	0%	-3%	6%	-13%	4	0%	-4%
CCCn1nnnc1SCC(=O)NCc1cccs1	-4	22%	2%	8%	0%	1	-9%	3%
O=C(N/N=C/c1ccc(-c2ccccc2[N+](=O)[O-])o1)c1cncc(Br)c1	-22	-26%	4%	·	7%	4	23%	-3%
O=C(NCc1ccccc1)c1nn(-c2ccccc2)nc1CO	·	-1%	·	-1%	·	8	6%	·
Cc1ccsc1C(=O)N1CCC1(C)C(=O)NS(=O)(=O)c1ccc(Br)cc1 (stereo unspecified)	-3	-2%	15%	-14%	4%	-1	?	2%
CN1/C(=C\C=C2/C(=O)Oc3ccccc3C2=O)C(C)(C)c2ccccc21	10	-12%	79µM*	?	-15%	-3	10%	·
CCN(CC)c1nc(Nc2ccccc2)nc(Oc2ccc(=O)n(C)n2)n1	23	-3%	-8%	11%	10%	6	?	-6%

Quoted at random: three entries already listed.
SMILES	DRD3 antagonist	Abeta yeast res	EPAC2 ag	FUS suppressor	aSyn rescue	DRD3 agonist	TDP43 rescue	EPAC2 antagonist
CCCC1(c2ccccc2)NC(=O)N(CC(=O)NCc2ccc(C)cc2)C1=O (stereo unspecified)	-4	-2%	4%	?	-2%	-6	0%	-15%
COc1ccc(OC)c(S(=O)(=O)NC(=O)C2(C)CCN2C(=O)Cc2ccccc2Cl)c1 (stereo unspecified)	4	4%	-3%	9%	0%	5	0%	12%
CCC(=O)NC(c1cc(Cl)c2ccccc2c1O)C(C)C (stereo unspecified)	·	6%	7%	-16%	·	·	·	?

Some of the compounds tested; the hit share may differ from the screen's.
